Bioassay records from PubChem BioAssay.
Runt-CBFb FRET = blocks binding of human RUNX1 Runt domain to CBFb; Q01196+Q13951; Cerulean-Runt/Venus-CBFb FRET ratio 530/480, 1 h; inhibition, % at 20 µM; actives 0.46% (n = 220,000); AID 1496;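 active means inhibition over about 50% at 20 µM in the single-dose screen, limit read from the data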;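 further: 0% = DMSO wells and 100% = excess unlabeled CBFb competitor control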
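test system = Cerulean-tagged RUNX1 Runt domain (FRET donor) fusion protein | reagent = Venus-CBFb binding partner, 100 nM | incubation = protein complex preformed 1 h, compound exposure 1 h, room temperature, dark | detection = FRET fluorescence | read-out basis = loss of energy transfer signal | controls = 5 µM unlabeled CBFb as full-inhibition high control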
RBBP9 inh = inhibitors of human serine hydrolase RBBP9 | inhibition, % at 7.94 µM | actives 0.2% (n = 220,000) | O75884 | recombinant RBBP9, FP-Rh probe fluorescence polarization;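 active means inhibition above the campaign mean of all tested compounds plus 3 SD, cut at about 14% in these data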;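 further: plate controls were DMSO wells with RBBP9 for no effect and wells lacking RBBP9 protein for full effect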
Target sequence (O75884 whole entry, looked up): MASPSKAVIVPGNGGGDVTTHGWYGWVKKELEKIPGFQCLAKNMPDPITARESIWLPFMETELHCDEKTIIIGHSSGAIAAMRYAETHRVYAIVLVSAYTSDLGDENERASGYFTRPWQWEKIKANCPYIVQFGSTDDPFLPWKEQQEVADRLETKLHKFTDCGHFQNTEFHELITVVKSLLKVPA
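Measured by: FP readout at 525/598 nm; material: recombinant human RBBP9; also added: Serine-hydrolase probe FP-Rh, 375 nM pre-mixing; medium: Tris buffer pH 8.0, NaCl, Pluronic; replication: one well per compound; doses: one concentration, 7.94 µM nominal, 0.794% DMSO; timing: preincubation 30 min plus labeling 45 min at 25 °C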
Hck-Nef inh = blocks Nef-activated human Hck kinase. inhibition, % at 20 µM. actives 0.68% (n = 220,000). AID 463187. P08631. Recombinant Hck-YEEI plus Nef, Z-Lyte FRET kinase assay;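 active means Hck-Nef kinase inhibition above about 50%, limit read from the data; inactive means inhibition below that limit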;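 further: 0% = DMSO with Hck plus Nef and 100% = Hck alone without Nef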
NPY-Y1 antag = antagonists of human neuropeptide Y receptor Y1; P25929; HEK293-CNG Y1 cells, membrane potential fluorescence; NPY at EC95, then isoproterenol; inhibition, % at 3.6 µM; actives 1% (n = 200,000); AID 1040;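 active means inhibition above the campaign mean inhibition of all tested compounds plus 3 SD, cut at about 20% in these data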;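 further: 0% = DMSO wells given NPY plus isoproterenol and 100% = isoproterenol alone without NPY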
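Material: HEK293 Y1/CNG channel cell line | Also added: NPY (25 nM), isoproterenol (1 µM), Ro 20-1724 (25 µM) | Compound: One concentration, 3.6 µM, in 0.4% DMSO | Schedule: 3 h dye uptake, 1 h room-temperature compound, 45 min post-isoproterenol | Signal: Membrane-potential fluorescent dye readout | Read-out: % inhibition of NPY effect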
Runt-SMMHC FRET = inhibitors of human RUNX1 Runt domain binding to CBFb-SMMHC; Q01196+Q13951; Cerulean-Runt/Venus-CBFb-SMMHC FRET ratio 530/480, 1 h; inhibition, % at 20 µM; actives 0.74% (n = 220,000); AID 1434;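 active means mean inhibition across duplicate retests at 20 µM reaching about 50%, limit read from the data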;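 further: 0% = DMSO wells and 100% = wells with excess untagged CBFb-SMMHC; inhibitors lower the FRET ratio by blocking Runt binding to CBFb-SMMHC; some results filed as inactive read as strong as hits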
NPY-Y1 PAM-ag = potentiates or activates human NPY-Y1 receptor; P25929; NPY-Y1 expressing cells, potentiator/agonist activation; activation, % at 3.6 µM; actives 0.37% (n = 220,000); AID 1304; in the data active means activation above about 33%, passing the limit was not always enough;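 further: cells stimulated with NPY at EC10 then isoproterenol at EC100; 0% = low agonist plus stimulus and 100% = saturating agonist plus stimulus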
MDM2 E3 inh = Mdm2 E3 ligase (human) inhibition; signal enhancement, % at 5 µM; cell-based MDM2 ubiquitination luciferase reporter, 2 h; 0 = plate control, 100 = twice control, blank-subtracted; Q00987; actives 0.11% (n = 210,000); AID 1230;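 active means signal enhancement of 30% or more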;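 further: luminescence tracks abundance of the self-degrading MDM2-luciferase fusion protein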
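Assay system: mammalian cells stably expressing self-ubiquitinating, self-degrading MDM2 E3–luciferase fusion. Quantity: 2000 cells in each well. Medium: DMEM culture medium. Compound dosing: single-point 5 µM. Timing: cell settling 4 h, compound treatment 2 h, both 37 °C. Technique: luciferase luminescence. Read-out basis: percent signal gain over controls, blank-subtracted. Benchmarks: plate controls and plate blanks.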
NPY2 pot ag = human NPY-Y2 potentiation or agonism, primary screen. actives 0.45% (n = 220,000). P49146. activation, % at 3.6 µM. AID 1359. cells expressing NPY-Y2, potentiator/agonist read-out; in the data active means activation above about 27%;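 further: cells stimulated with NPY near EC25 plus isoproterenol at EC100; 0% = vehicle plus submaximal agonist and 100% = vehicle plus saturating agonist; some results beyond the cut were filed as inactive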
p97 ATPase inh = inhibitors of human p97 ATPase | P55072 | AID 1481 | actives 0.42% (n = 220,000) | recombinant p97 ATPase, Kinase-Glo ATP luminescence, 3 h | inhibition, % at 8 µM; in the data active means inhibition above about 15%;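 further: 0% = DMSO vehicle and 100% = wells lacking enzyme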
Target sequence (P55072 whole entry, looked up): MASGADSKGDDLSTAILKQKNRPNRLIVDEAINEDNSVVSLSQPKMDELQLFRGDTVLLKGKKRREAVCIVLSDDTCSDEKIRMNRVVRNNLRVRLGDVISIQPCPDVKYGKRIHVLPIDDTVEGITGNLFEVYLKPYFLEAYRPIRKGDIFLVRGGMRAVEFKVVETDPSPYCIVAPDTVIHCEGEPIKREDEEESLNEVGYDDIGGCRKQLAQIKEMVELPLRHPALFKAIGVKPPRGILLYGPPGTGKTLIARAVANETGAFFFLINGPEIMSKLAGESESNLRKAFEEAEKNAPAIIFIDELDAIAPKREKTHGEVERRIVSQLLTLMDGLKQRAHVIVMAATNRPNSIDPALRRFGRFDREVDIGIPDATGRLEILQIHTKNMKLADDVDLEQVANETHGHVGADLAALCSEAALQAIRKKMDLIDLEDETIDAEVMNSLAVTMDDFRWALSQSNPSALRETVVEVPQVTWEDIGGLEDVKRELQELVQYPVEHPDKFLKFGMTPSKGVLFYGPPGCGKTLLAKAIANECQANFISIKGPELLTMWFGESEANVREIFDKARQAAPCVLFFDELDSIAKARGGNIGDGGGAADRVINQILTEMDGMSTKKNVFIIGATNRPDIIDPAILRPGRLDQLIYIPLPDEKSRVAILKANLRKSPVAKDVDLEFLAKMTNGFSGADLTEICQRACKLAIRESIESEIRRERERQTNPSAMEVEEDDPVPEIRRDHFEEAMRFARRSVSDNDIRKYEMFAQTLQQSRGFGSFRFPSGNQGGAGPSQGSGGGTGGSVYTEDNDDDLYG
* hit, by the source's call; . = no result given.

item | mol | Runt-CBFb FRET | RBBP9 inh | Hck-Nef inh | NPY-Y1 antag | Runt-SMMHC FRET
1 | CCOc1ccc(-n2cc(-c3ccccc3)c3c(=O)[nH]cnc32)cc1 | -3 | -2 | 4 | 0 | 3
2 | CN(c1ccc(C(=O)N2CCOCC2)cc1)S(C)(=O)=O | 0 | -2 | 1 | 2 | -1
3 | CCc1ccc(C(=O)COC(=O)c2cnc(C)cn2)cc1 | -1 | -5 | 21 | -6 | -6
4 | O=C(Nc1ccc(F)cc1)c1cccc(NC(=O)C2C3CC4OC(=O)C2C4C3)c1 (centres undefined) | 2 | -2 | -17 | -5 | -7
5 | Cc1ccc(CN2CCN(Cc3cn[nH]c3-c3cccc(F)c3)CC2CCO)o1 (centres undefined) | 1 | -3 | -1 | 4 | -5
6 | COc1cc(C(=O)Oc2ccccc2/C=N/NC(=O)c2ccc(Cl)cc2Cl)cc(OC)c1OC | -3 | -10 | -1 | 8 | 1
7 | CCOc1ccc(NC(=O)Nc2cccn(Cc3ccccc3)c2=O)cc1 | 4 | -10 | 1 | 2 | 0
8 | CCN(CC)CCNC(=O)C(=O)Nc1ccc(C(=O)OC)cc1 | 0 | -7 | 13 | . | 0
9 | CCOC(=O)N1CCN(c2c(N3CCN(c4cccc(C(F)(F)F)c4)CC3)c(=O)c2=O)CC1 | -1 | 1 | 1 | -3 | 0
10 | COC(=O)C1CCN(C(=O)Cc2c(OC)ccc3cc(Br)ccc23)CC1 | -1 | -7 | 19 | 3 | -1
11 | O/N=C(\c1ccc(Cl)cc1)c1cc2ccccc2o1 | -2 | -2 | 3 | -3 | -9
12 | Cc1ccc2cc(C3CC(c4cccs4)=NN3S(C)(=O)=O)c(Cl)nc2c1 (centres undefined) | -3 | -13 | 38 | . | -1

item | NPY-Y1 PAM-ag | MDM2 E3 inh | NPY2 pot ag | p97 ATPase inh
1 | 7 | . | -4 | 1
2 | -2 | -16 | 7 | 7
3 | 3 | 6 | -16 | 3
4 | 2 | -9 | 15 | 3
5 | 2 | -1 | -13 | -1
6 | -17 | -10 | -24 | 5
7 | -5 | -22 | -2 | 2
8 | 27 | -8 | 7 | 5
9 | 13 | -12 | 5 | -2
10 | 6 | -6 | 3 | -3
11 | -12 | -2 | -4 | 0
12 | 1 | -8 | 11 | 6

Limited to MDM2 E3 inh and NPY-Y1 antag, for some of the entries so far:
| entry | SMILES | MDM2 E3 inh | NPY-Y1 antag |
| --- | --- | --- | --- |
| 3 | CCc1ccc(C(=O)COC(=O)c2cnc(C)cn2)cc1 | 6 | -6 |
| 4 | O=C(Nc1ccc(F)cc1)c1cccc(NC(=O)C2C3CC4OC(=O)C2C4C3)c1 (centres undefined) | -9 | -5 |

Carrying on:
item | mol | Runt-CBFb FRET | RBBP9 inh | Hck-Nef inh | NPY-Y1 antag | Runt-SMMHC FRET
13 | COc1ccc(NC(=S)N(CCC(C)C)C(C)c2ccncc2)cc1 (centres undefined) | -2 | -6 | 2 | . | -1
14 | O=C(Nc1nnc(-c2ccncc2)o1)C1CCCCC1 | 1 | -8 | 1 | -1 | 4
15 | N#Cc1cnn(-c2ccccc2)c1NC(=O)CN1CCOCC1 | 2 | -10 | -16 | . | 1
16 | N#CC1=C(S)N(c2ccccc2)C2(CCCCC2)NC1=O | 4 | -1 | 2 | -4 | -5
17 | O=C1C(=O)N(CCc2c[nH]c3ccccc23)C(c2cccnc2)/C1=C(/O)c1ccccc1 (centres undefined) | 2 | 1 | 11 | 1 | -1
18 | CCCCCCc1nc2ccccc2c(=O)n1N | 3 | -4 | 0 | 9 | 3
19 | C=C(C)COc1ccc(-c2[nH]ncc2-c2ccc(Br)cc2)c(O)c1 | -2 | -10 | -2 | 1 | 1
20 | CCCCOC1(c2ccccc2)OC(=O)c2ccccc21 (centres undefined) | -3 | -9 | 0 | 9 | -1
21 | CCOC(=O)C1=C(C)NC(=O)NC1c1ccc(-c2ccc(Cl)cc2)o1 (centres undefined) | 15 | -8 | 30 | 2 | 13
22 | O=S(=O)(/N=C(/Nc1ccccc1)c1ccccc1O)c1ccccc1 | 0 | -6 | -40 | -2 | -4
23 | CC1CCc2c(sc3nc(CN4CCOCC4)nc(NS(=O)(=O)c4cccc([N+](=O)[O-])c4)c23)C1 (centres undefined) | -2 | -2 | 2 | -6 | -2
24 | COc1ccc(C(=O)c2ccc([N+](=O)[O-])cc2Cl)cc1 | -1 | 2 | 21 | 1 | 1

item | NPY-Y1 PAM-ag | MDM2 E3 inh | NPY2 pot ag | p97 ATPase inh
13 | -4 | . | -14 | -2
14 | -2 | -8 | 0 | 5
15 | -10 | -2 | -20 | 10
16 | -4 | -9 | 6 | 6
17 | -7 | -21 | 5 | 4
18 | -18 | -10 | 3 | -2
19 | 11 | 2 | 28 | 8
20 | 5 | -3 | -4 | 0
21 | -18 | 0 | -19 | 1
22 | -1 | -13 | 1 | 6
23 | 39 | 3 | -6 | -1
24 | 25 | -9 | -7 | 2

Single values from above:
Runt-CBFb FRET result of compound 21 = 15
NPY2 pot ag result of compound 20 = -4
RBBP9 inh result of compound 19 = -10
Runt-SMMHC FRET result of compound 16 = -5
Runt-SMMHC FRET result of compound 22 = -4
Hck-Nef inh result of compound 14 = 1

One compound at a time, as listed above.
`COc1ccc(C(=O)c2ccc([N+](=O)[O-])cc2Cl)cc1` is listed with Runt-CBFb FRET = -1; RBBP9 inh = 2; Hck-Nef inh = 21; NPY-Y1 antag = 1; Runt-SMMHC FRET = 1; NPY-Y1 PAM-ag = 25; MDM2 E3 inh = -9; NPY2 pot ag = -7; p97 ATPase inh = 2
`CCCCOC1(c2ccccc2)OC(=O)c2ccccc21` (centres undefined) is listed with Runt-CBFb FRET = -3; RBBP9 inh = -9; Hck-Nef inh = 0; NPY-Y1 antag = 9; Runt-SMMHC FRET = -1; NPY-Y1 PAM-ag = 5; MDM2 E3 inh = -3; NPY2 pot ag = -4; p97 ATPase inh = 0

More records follow:
item | mol | Runt-CBFb FRET | RBBP9 inh | Hck-Nef inh | NPY-Y1 antag | Runt-SMMHC FRET
25 | CC1(C)Cc2cccc(OCC(N)=O)c2O1 | -3 | -3 | 1 | -5 | -1
26 | CCOC(=O)CNC(=O)c1c(C)nn(-c2ccccc2)c1Cl | 0 | -2 | -1 | -7 | -4
27 | CCOC(=O)c1ccc2c(c1)n(CC)c(/C=C/Nc1ccccc1)[n+]2CC | 0 | -15 | 3 | 0 | 15
28 | Fc1ccccc1CSCc1nc2ccccc2[nH]1 | 0 | -3 | 19 | 5 | 0
29 | CC1(C)CC(=O)C2=C(C1)Oc1ncn(CCCn3ccnc3)c(=N)c1C2c1ccccc1 (centres undefined) | -2 | 2 | 0 | 1 | 2
30 | CCc1c(C)nc2cc(-c3cccs3)[nH]n2c1=O | 5 | -8 | 1 | 1 | 2
31 | CN(C)S(=O)(=O)N1CCN(S(=O)(=O)c2ccc(F)cc2)CC1 | 0 | -3 | -10 | -3 | 3
32 | O=C1C2C3c4ccccc4C(c4ccccc43)C2c2nc3ccccc3n21 (centres undefined) | -2 | 8 | 5 | 24* | 0
33 | O=C(N/C(=C/c1ccc(Br)cc1)C(=O)N1CCCC1)c1cccs1 | -1 | 9 | 27 | 1 | 2
34 | CC(=O)c1ccc(NC(=O)CSc2nc(C)cc(C)c2C(N)=O)cc1 | -3 | -7 | 18 | -6 | 1
35 | CCC(C)C(NC(=O)c1ccccc1NC(=O)c1ccc(OC)cc1)C(=O)NCc1ccco1 (centres undefined) | -1 | -8 | 69* | 4 | -2
36 | Cc1ccc(C(=O)O/N=C/C2=C(Cl)c3ccccc3CC2)cc1 | -4 | -7 | -9 | 3 | 2

item | NPY-Y1 PAM-ag | MDM2 E3 inh | NPY2 pot ag | p97 ATPase inh
25 | 14 | 9 | -2 | 5
26 | -7 | 6 | -10 | 6
27 | 2 | -30 | 3 | -7
28 | 5 | 3 | 3 | 2
29 | 21 | -6 | 14 | 1
30 | 9 | -8 | -2 | 9
31 | -19 | 2 | 6 | 6
32 | -18 | -19 | -11 | 1
33 | -8 | -6 | 14 | 2
34 | 10 | -10 | 16 | -2
35 | 11 | -19 | 0 | 0
36 | 15 | -21 | 13 | 1

Following part
item | mol | Runt-CBFb FRET | RBBP9 inh | Hck-Nef inh | NPY-Y1 antag | Runt-SMMHC FRET
37 | CCCN(CCC)CCNC(=O)c1cc2c(=O)n(CC)c3ccccc3c2s1 | 2 | 3 | 15 | . | -2
38 | COCC(=O)NCCNc1nc2ccc(C)cc2cc1C | -2 | 2 | 0 | 0 | 1
39 | O=C(Cn1cc2c(n1)CCCCC2)Nc1ccccc1Br | 0 | -4 | 21 | . | 2
40 | Cc1occc1C(=O)N/N=C/C(Br)=C\c1ccccc1 | 1 | -3 | 20 | . | -1
41 | COc1ccc(CCNc2nc(-c3cccc(NC(C)=O)c3)cs2)cc1OC | 4 | -6 | 13 | 6 | 7
42 | CCC(Sc1nc2ccccc2[nH]1)C(=O)Nc1ccc(NC(C)=O)cc1 (centres undefined) | 2 | 4 | 18 | 2 | 0
43 | N#CC(C(=O)NCCc1ccccc1)c1nc2ccccc2nc1N1CCCCC1 (centres undefined) | 9 | -1 | -1 | 7 | -22
44 | O=C(OCc1ccccc1)/C(=C/c1cccc2ccccc12)NC(=O)c1ccccc1 | 0 | -22 | 1 | 0 | 2
45 | CC(C)COP(=O)(c1ccc(N(C)C)cc1)C(Nc1ccccc1)c1cccnc1 (centres undefined) | -4 | -2 | 1 | 2 | -5
46 | Nc1ccc(C(=O)OCc2nc3cc4ccccc4cc3[nH]2)cc1 | 2 | -8 | 20 | -2 | 1
47 | c1ccc(OCCN2C3=NCCN3c3ccccc32)cc1 | -2 | 2 | 1 | 5 | 2
48 | N#Cc1c(-c2ccccc2)nc(N2CCCCCC2)[nH]c1=O | 0 | 0 | 2 | 0 | -2
49 | O=C(CN1CCC(Cc2ccccc2)CC1)NC(=O)NCc1ccccc1 | -1 | 5 | 2 | 10 | -2

item | NPY-Y1 PAM-ag | MDM2 E3 inh | NPY2 pot ag | p97 ATPase inh
37 | 0 | -8 | -12 | 4
38 | -18 | 2 | -1 | 6
39 | 19 | -2 | -16 | 2
40 | 2 | -23 | -6 | -7
41 | -3 | -6 | -3 | -1
42 | 5 | 13 | -7 | -2
43 | 21 | -14 | -15 | 3
44 | -29 | -9 | -14 | -7
45 | -27 | -2 | 5 | 2
46 | -23 | -14 | -5 | 5
47 | -3 | -17 | -16 | -2
48 | -15 | -14 | -11 | -4
49 | -20 | -2 | -11 | 0
